N370S GC: N370S glucocerebrosidase modulation, Gaucher chaperone candidate; P04062; N370S GC spleen homogenate, 4MU-glucoside fluorescence; Potency, µM (highest dose often 59.4 µM), for the others: at the highest dose activity change, negative = inhibition, most hits filed as inhibitors; hit rate 0.092% among 330,000; AID 2101;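 note: 0% = full enzyme activity and -100% = no enzyme basal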
TDP1 block: blocks human tyrosyl-DNA phosphodiesterase 1; recombinant TDP1, AlphaScreen DNA substrate cleavage; hit rate 0.28% among 350,000; Potency, µM (series often up to 130 µM), without a hit: at the highest dose activity change, negative = inhibition, most hits filed as inhibitors; Q9NUW8; note: nearly all actives have a fitted effect of over 40% in size
Target sequence (Q9NUW8 whole entry, looked up): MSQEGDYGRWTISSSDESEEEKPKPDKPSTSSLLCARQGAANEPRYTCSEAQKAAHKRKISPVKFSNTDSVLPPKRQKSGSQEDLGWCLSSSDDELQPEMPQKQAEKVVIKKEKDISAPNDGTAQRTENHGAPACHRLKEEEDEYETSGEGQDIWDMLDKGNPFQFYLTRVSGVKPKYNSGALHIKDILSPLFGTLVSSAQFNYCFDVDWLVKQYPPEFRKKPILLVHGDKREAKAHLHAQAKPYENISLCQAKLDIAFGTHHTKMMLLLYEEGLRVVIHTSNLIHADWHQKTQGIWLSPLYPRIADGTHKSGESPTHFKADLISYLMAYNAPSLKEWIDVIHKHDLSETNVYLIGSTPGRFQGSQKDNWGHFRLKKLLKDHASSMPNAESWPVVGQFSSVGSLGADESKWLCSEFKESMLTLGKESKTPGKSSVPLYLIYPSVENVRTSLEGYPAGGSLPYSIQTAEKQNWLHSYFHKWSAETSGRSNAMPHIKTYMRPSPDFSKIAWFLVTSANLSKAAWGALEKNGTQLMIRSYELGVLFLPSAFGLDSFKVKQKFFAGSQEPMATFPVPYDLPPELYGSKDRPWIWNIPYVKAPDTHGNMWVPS
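E. coli-derived human Tdp1, 1 nM final. Cpd preinc 15 min RT; substrate 15 nM final, 5 min RT; AS bead mix 10 ug/ml final, 10 min RT. Signal loss = tyrosine-FITC cleavage. No-enzyme wells = max signal.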
DT40 TDP1 no CPT: qHTS for Inhibitors of human tyrosyl-DNA phosphodiesterase 1 (TDP1): qHTS in cells in absence of CPT; Potency, µM (doses to about 46.2 µM), inactives show at the top dose activity change, negative = growth inhibition, usual class: inhibitors; DT40 Tdp1-/- hTDP1 cells, no CPT, ATP luminescence, 48 h; AID 686978, 2013; hit rate 15% among 420,000; note: nearly all actives have a fitted effect of over 55% in size
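Chicken DT40 Tdp1-/- cells stably complemented with human TDP1 were seeded at 400 cells/well with DMSO in place of 20 nM camptothecin. After compound pinning, cells grew at least 48 hr at 37 °C; viability read by CellTiter-Glo luminescence.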
* = called active by the depositor; ? = inconclusive; . = no result given; & = joins results of further samples; [ ] = another dose, or the depositor's remark. Calls come from the whole dose curve; as a rule, active = well fitted curve in the direction sought with a large enough effect; inconclusive = small, poorly fitted or top-dose-only effect, or another doubt; inactive = no such curve, though single readings can be large; an effect the other way counts as inactive or inconclusive. Unless noted, % is set by controls: 0 for no effect and ±100 for the full control effect; potency is the fitted concentration of half-maximal effect.

compound | DT40 TDP1 no CPT | TDP1 block | N370S GC
O=C1N/C(=C/c2ccc(N3CCCC3)cc2)C(=O)N1c1ccccc1 | ? | -3% | -19%
Cc1cccc(OCCCC(=O)O)c1C | -4% | -4% | 6%
CCc1ccc(OCC(=O)Nc2ncn[nH]2)c(Br)c1 | 0% | 3% | .
CCOC(=O)c1sc(-c2ccc(F)cc2)cc1N | -10% | 4% | -8%
CC(C)C(=O)N1CCN(c2ccccc2NC(=O)Cc2ccc(Cl)cc2)CC1 | ? | -3% | 2%
COc1ccc(-c2cc(C(=O)N(C)CC(=O)Nc3ccccc3Cl)c3ccccc3n2)cc1OC | 9.2µM* | -13%[0.505 µM] | -13%
Cc1nnc(Sc2c(-c3ccccc3)c3ccc(Cl)cc3[nH]c2=O)s1 | -5% | 3% | -11%
Cc1c([N+](=O)[O-])cc(C(=O)Oc2cccc(C(=S)N3CCOCC3)c2)cc1[N+](=O)[O-] | 13% | 3% | -1%
O=S(=O)(Cc1ccccc1)N1CCC(N2CCN(c3ccccc3)CC2)CC1 | -18% | 2% | -5%
CCOC(=O)CN1N=C(c2ccc(Cl)s2)CSC1=O | -87% | -3% | 0%
COc1ccc(-c2ncncc2-c2ccc(OC)c(OC)c2)c(O)c1 | -17% | . | -10%
O=C(NCCCN1CCOCC1)c1cc(-c2ccc(O)cc2)on1 | -18% | 4% | -8%
CCOc1ccc(C(=O)NC(C(=O)NCCc2ccc(OC(F)F)cc2)C(C)C)cc1 (configuration not stated) | -16% | 10% | -7%
COC(=O)c1ccccc1SC1CC(=O)N(c2ccccc2)C1=O (configuration not stated) | -26% | 3% | -4%
CCCn1c(SCC(=O)Nc2ccc(Cl)cc2)n[nH]c1=O | 0% | 5% | 6%
COC(=O)c1cc(=O)c2c(C)nc(C(Cl)(Cl)Cl)nc2[nH]1 | -2% | 9% | 9%
CC(OC(=O)CCc1nc2ccccc2c(=O)[nH]1)C(=O)Nc1cccc(C(F)(F)F)c1 (configuration not stated) | -4% | -1% | .
COc1cccc(CN2CCN(Cc3ccc(C)o3)CC2CCO)c1 (configuration not stated) | -24% | 0% | -22%
OC1C[N+]2(CCCCC2)C1 | 2% | 1% | 6%
Cc1cccc(S(=O)(=O)c2cn(Cc3ccccc3)c3cc(N4CCC(C)CC4)c(F)cc3c2=O)c1 | 8.2µM* | 0% | .
COC(=O)C(Cc1cncn1COCc1ccccc1)NC(=O)OC(C)(C)C (configuration not stated) | 15% | 3% | -4%
CCCCNC(=O)c1cc(-c2ccc3c(c2)OCO3)on1 | 16% | . | 6%
CC1CCc2nc(NC(=O)Cc3cccs3)sc2C1 (configuration not stated) | ? | 9% | 20%
CCOc1ccc(NC(=O)CCNC(=O)c2ccco2)cc1 | -8% | -9% | -8%
Cc1ccc(CSCC(=O)N2CCCC2)cc1 | -21% | 6% | -22%
O=C(CSc1nnc2ccc(-c3ccccn3)nn12)NCCc1ccccc1 | ? | -2% | -3%
COCc1cc(C)[nH]c(=O)c1C#N | -4% | 6% | -1%
CCCSc1nsc(SCCC)c1C#N | -10% | -5% | -6%
Cn1c(SCC(=O)NNC(=O)c2ccccc2)nnc1C1CC1 | 0% | 8% | -24%
CCC(CO)NCc1ccc(-c2ccccc2)cc1 (configuration not stated) | ? | 5% | -11%
CCc1ccc(-c2csc3ncn(CC)c(=O)c23)cc1 | 2% | -2% | -19%
COc1ccccc1-c1cc(C(=O)N/N=C/c2ccc(C)o2)c2ccccc2n1 | ? | 5% | 1%
CCOC(=O)c1sc(=NC(=O)COc2ccc(Cl)cc2)n(C)c1C | -3% | 1% | -3%
O=C(NCc1ccccc1)c1ccc2oc(=O)n(Cc3ccccc3)c2c1 | -26% | -1% | .
CCOC(=O)N1CCC(NC(=O)C(NS(=O)(=O)c2ccc3c(c2)CCN3C(C)=O)C(C)C)CC1 (configuration not stated) | -10% | 4% | 0%
COc1ccc(-c2nc(N)nc(C(F)(F)F)c2-c2csc(C)n2)c(O)c1 | -9% | 5% | -1%
CN(C)c1nc(-c2cccnc2)nc(-c2ccccc2)c1C#N | ? | . | -19%
CCOc1ccc(NC(=O)c2cccs2)c([N+](=O)[O-])c1 | -15% | 3% | 21%
CCOC(=O)c1c(C)[nH]c(C(=O)COC(=O)/C=C/c2ccc3c(c2)OCO3)c1C | -12% | 5% | 6%
O=C(Cn1cc(CCO)nn1)N1CCNCC1 | -5% | 4% | 7%
Nc1cc(N2CCCC2)ccc1[N+](=O)[O-] | -27% | 3% | -12%
Cc1ccc(Sc2c([N+](=O)[O-])ncn2C)cc1 | ? | 2% | 10%
N#Cc1ccc(-c2ccc(OCC(=O)NCCc3ccccc3)cc2)cc1 | 12µM* | 0% | ?
COc1ccc(CS(=O)(=O)CC(C)(O)c2ccccc2)cc1 (configuration not stated) | -1% | . | -7%
O=C(Nc1ccc(Oc2ccccc2)nc1)C1CCCCN1Cc1cccc(OCCO)c1 (configuration not stated) | 9% | 4% | -18%
Cc1ccc(C(=O)/C=C\NCc2ccccc2)cc1 | -5% | 1% | 5%
COc1ccccc1CNC(=O)COc1cccnc1[N+](=O)[O-] | -16% | -5% | -12%
CCc1nc(C)c(C(=O)N2CCCC(C(=O)Nc3cccc(-c4cccc(C)c4)c3)C2)o1 (configuration not stated) | 10µM* | 3% | 0%
CCn1ncc(CN2CCN(C(=O)Nc3ccccc3C(=O)OC)CC2)c1C | -14% | 9% | -23%
Cc1ccc2c(c1)cc1c(=O)n(CC(=O)NC(C)CCc3ccccc3)nc(C)n12 (configuration not stated) | -16% | -1% | .
CCOC(=O)c1sc2nc3c(SCCC(=O)O)cc(C(=O)c4cc(OC)ccc4O)cn3c(=O)c2c1C | 5.2µM* | . | -19%
Cc1nc(SCC(=O)Nc2cc(Cl)ccc2[N+](=O)[O-])nc(C)c1C | ? | 8% | 3%
COc1ccc(S(=O)(=O)N2CCCCC2)cc1NC(=O)CCCNC(=O)c1ccc(Cl)cc1 | -14% | -2% | .
CC(=O)Nc1nc(Cn2nnc(-c3ccc4c(c3)OCO4)n2)nc(N(C)C)n1 | ? | 4% | -6%
COc1cc2c(cc1OC)C(C)N(C(=S)NC(=O)c1ccccc1)CC2 (configuration not stated) | 21µM* | 5% | -6%
O=C(CN1CCN(S(=O)(=O)c2ccccc2)CC1)Nc1ccccc1Cl | -17% | 1% | 3%
CCOC(=O)CC1COCCN1C(=O)c1ccc2oc(Cc3ccccc3)nc2c1 (configuration not stated) | -18% | 4%[56.1 µM] | -8%
CSc1nnc(-c2cc(Br)ccc2N=Cc2c(C)[nH]n(-c3ccccc3)c2=O)c(=O)[nH]1 | ? | -5% | -15%
Cc1n[nH]c(C)c1CCC(=O)N/N=C/c1c[nH]c2ccccc12 | -28% | 4% | -12%
CN(Cc1ccccc1)c1nc2c(c(=O)[nH]c(=O)n2C)n1CCOc1ccccc1 | 16µM* | 5% | 21%

New compounds follow:
compound | DT40 TDP1 no CPT | TDP1 block | N370S GC
CCN(CC)CCNS(=O)(=O)c1ccc2[nH]cc(C(=O)O)c(=O)c2c1 | -5% | . | 9%
CCCc1cc(=O)[nH]c(SCC(=O)Nc2cc(S(=O)(=O)N(CC)c3ccccc3)ccc2Cl)n1 | ? | 2% | .
CCOCCCN(CCC#N)S(=O)(=O)c1ccc(S(=O)(=O)N2CCCC2)cc1 | ? | 2% | 3%
O=C(CCS(=O)(=O)c1ccc(Br)cc1)NC1CCCC1 | -6% | 0% | 0%
COc1ccccc1NC(=O)NCCCl | -5% | -2%[56.1 µM] | 6%
Cc1ccnc(SCC(=O)O)n1 | 3% | 7% | -1%
CSCCC(NC(=O)c1ccc([N+](=O)[O-])cc1Cl)C(=O)OCC(=O)N1CCN(C(C)=O)CC1 (configuration not stated) | -19% | -10%[0.505 µM] | -17%
Cc1cc(C)c(C(=O)CN2C(=O)NC3(CCCCCC3)C2=O)cc1C | ? | 5% | -18%
CC(C)NC(=O)Nc1ccc2c(c1)C(=O)N([C@H](C)CO)C[C@H](C)[C@@H](CN(C)C(=O)Nc1ccc(C(F)(F)F)cc1)O2 | 9% | 2% | .
COc1ccc(NC(=O)c2c(-c3ccccc3)c(-c3ccccc3)nn(C)c2=O)cc1OC | ? | -2% | .
Cc1ccc(C(=O)Nc2ccc(Cl)cn2)cc1 | 8.2µM* | -7% | 2%
O=C(O)c1cccc(NC(=O)c2ccc3c(c2)C(=O)N(CC2CCCO2)C3=O)c1 (configuration not stated) | -6% | 2% | 5%
COc1ccc(/C=C2\CCc3ccccc3C2=O)cc1Cn1cccn1 | ? | 7% | ?
Cc1ccccc1C1c2[nH]c3ccccc3c2C[C@H]2C(=O)N(c3ccccc3C(=O)NCCCN3CCOCC3)C(=O)N12 (some centres not stated) | 16µM* | . | -11%
Cc1ccc(S(=O)(=O)NCCC(=O)NCC(c2cccs2)N(C)C)cc1 (configuration not stated) | 0% | 0% | .
CC(NC(=O)c1ccccc1Br)c1nnc(SCC(=O)NC2CCCCC2)n1C (configuration not stated) | -13% | -3% | -8%
CN1C(=O)N(CC(=O)Nc2sccc2C(N)=O)C(=O)C12CCCCC2 | -15% | 2% | .
O=C(COc1ccc(S(=O)(=O)NC2CCCCC2)cc1Cl)NCc1ccc2c(c1)OCO2 | ? | -2% | 5%
CC(C)(C)[C@]1(O)CCN2CC3c4ccccc4CCc4cccc(c43)[C@@H]2C1 (some centres not stated) | . | 8% | -4%&-1%
O=C(Nc1ccc(Cl)cc1F)c1cc(S(=O)(=O)N2CCCCC2)ccc1F | -8% | 3% | 3%

Gathered by group, the entries above with a cyano group
compound | DT40 TDP1 no CPT | TDP1 block | N370S GC
COCc1cc(C)[nH]c(=O)c1C#N | -4% | 6% | -1%
CCCSc1nsc(SCCC)c1C#N | -10% | -5% | -6%
CN(C)c1nc(-c2cccnc2)nc(-c2ccccc2)c1C#N | ? | . | -19%
N#Cc1ccc(-c2ccc(OCC(=O)NCCc3ccccc3)cc2)cc1 | 12µM* | 0% | ?
CCOCCCN(CCC#N)S(=O)(=O)c1ccc(S(=O)(=O)N2CCCC2)cc1 | ? | 2% | 3%

Following part.
compound | DT40 TDP1 no CPT | TDP1 block | N370S GC
COc1ccccc1-c1nn(Cc2ccccc2)cc1C(=O)NCC(c1ccco1)N1CCCC1 (configuration not stated) | 0% | 1% | .
O=C(Nc1c(C(=O)c2ccc(Cl)cc2)oc2ccccc12)c1cc(=O)c2ccccc2o1 | ? | 6% | .
CCOC(=O)N1CCN(C(=O)c2ccc3c(=O)n(CCc4ccc(OC)c(OC)c4)c(=O)[nH]c3c2)CC1 | ? | 2% | 3%
Clc1cccc(CSc2ccc(-c3cccs3)nn2)c1 | ? | -8% | .
Cn1c(N)c(C#N)c2c(c1=S)CSC(C)(C)C2 | -5% | 2% | -8%
CCOC(=O)Cn1c(=O)oc2ccc(C)cc21 | 0% | -3% | 1%
COc1cccc(OCC(O)CN2CCc3ccccc3C2)c1 (configuration not stated) | -26% | 1% | -14%
O=C1c2cccc([N+](=O)[O-])c2C(=O)N1c1ccccc1 | 18% | 8% | 4%
CS(=O)(=O)N1CCC2(CCCN(C(c3ccccc3)c3ccccc3)C2)CC1 | ? | . | 9%
Cc1cccnc1NC(=O)c1sc2ccccc2c1Cl | 3% | 1% | 13%
COc1ccc(N(C(=O)Cc2cccs2)C(C(=O)NC2CCCCC2)c2cccn2C)cc1OC (configuration not stated) | -18% | 13%[56.1 µM] | -30%
O=C(NCCO)c1nc(NCCO)c2ccccc2n1 | -1% | 3% | 4%
CC1Cc2ccccc2N1C(=O)C12CCC(C)(C(=O)C1)C2(C)C (configuration not stated) | ? | -1% | 29%
CCCCSc1nnc(-c2c[nH]c3ccccc23)n1C | ? | 4% | 0%
CCCCN(CC)CCCNC(=O)CS(=O)(=O)Cc1nc(-c2cccc(OC)c2)oc1C | 3% | 3% | -6%
Cc1ccc2nc(-c3ccc(C)c(NC(=O)CSc4ccc(Cl)cc4)c3)oc2c1 | ? | 2% | .
Cc1nnc(SCc2cc(=O)n3c(C)cccc3n2)s1 | 2% | 0% | .
Cc1cc(NC(=O)c2ccc(Cl)cc2Cl)no1 | 5% | . | 4%
COC(=O)CSc1nsc(SCC(=O)OC)n1 | -4% | 2% | 23%
CC(=O)OCn1nnc2ccccc2c1=O | ? | 4% | 7%
Cc1sc(NC(=O)c2c(F)cccc2F)nc1-c1ccccc1 | ? | . | -10%

Compound profiles, as listed above.
CCCCN(CC)CCCNC(=O)CS(=O)(=O)Cc1nc(-c2cccc(OC)c2)oc1C reads DT40 TDP1 no CPT: 3%; TDP1 block: 3%; N370S GC: -6%
CCCCSc1nnc(-c2c[nH]c3ccccc23)n1C reads DT40 TDP1 no CPT: ?; TDP1 block: 4%; N370S GC: 0%

Only part of the results is shown; count on the stated rates, not on these rows.
